From PubChem
BRCA1 expr up: activators of BRCA1 expression | MCF7-BRCA1-FFLuc reporter, luminescence, 48 h; response scale: scaled: vehicle 0%, 10 µM genistein 100% | Potency, µM (titrated, usually from 46.1 µM), for inactives: top-dose activation, hits mostly activators | 380,000 compounds, 1.1% hits; also: potency is read from the fitted curve at half-maximal effect; nearly all actives have a fitted effect of over 80% in size; some results filed as inactive show a strong effect at the top dose
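Activators of BRCA1 expression were detected as increased firefly luciferase luminescence in engineered MCF7 cells after 48 h compound incubation. Signals were scaled to genistein 10 microM as full activation.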
Integrin act MD: integrin-mediated muscular dystrophy alleviation activation | 350,000 compounds, 0.064% hits | AID 624291 | Potency, µM (series often up to 38.3 µM), for the others: at the top dose activation, hits mostly activators | alpha7betagal myoblasts, beta-gal FDG fluorescence, 48 h;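 also: potency is read from the fitted curve at half-maximal effect; 100% = response of the positive control SU9516; nearly all actives have a fitted effect of over 60% in size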
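alpha7betagal+/- myoblasts (passage 13, 250/well) treated 48 h at 37C with compounds at 1:260 dilution of DMSO stock. Lysed, then beta-galactosidase activity read as FDG fluorescence (ex 480/em 540) after 30 min, with pre-read for autofluorescence.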
USP2a block: USP2a (human) protease inhibition | USP2 core, Ub-CHOP2 coupled fluorogenic reporter, 485/531 | 330,000 compounds, 0.01% hits | AID 463254 | Potency, µM (titrated, usually from 38.3 µM), inactives show at the top dose activity change, negative = inhibition, most hits filed as inhibitors | O75604;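 also: potency is read from the fitted curve at half-maximal effect; plate controls were DMSO wells for no effect and full inhibition by NEM control for full effect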
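USP2 core (10nM final) preincubated 30min RT with compound in 20mM Tris-HCl pH 8.0, 2mM CaCl2, 2mM beta-mercaptoethanol, 0.05% CHAPS; 25nM Ub-CHOP2 plus 25nM reporter substrate added, fluorescence (Ex485/Em531) read after 60min.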
uPA generation: cell surface uPA generation inhibition. cell surface uPA generation assay, qHTS. Potency, µM (doses to about 38.3 µM), without a hit: at the top dose activity change, negative = inhibition, actives largely listed as inhibitors. 330,000 compounds, 0.31% hits. AID 540303; active = well fitted inhibition curve with a large enough effect; inconclusive = small, poorly fitted or top-dose-only effect; inactive = no such curve, though single readings can be large or run the other way; tested in mouse RAW 264.7 cells; also: potency is read from the fitted curve at half-maximal effect; % is scaled to controls: 0 for no effect and ±100 for the full control effect; nearly all actives have a fitted effect of over 55% in size
S-ASM inh: blocks human secretory acid sphingomyelinase; P17405; placental ASM, HMU-PC fluorogenic substrate, 60 min; Potency, µM (top dose mostly 57.5 µM), for the others: top-dose activity change, negative = inhibition, usual class: inhibitors; 340,000 compounds, 0.006% hits; also: potency is read from the fitted curve at half-maximal effect
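Fluorogenic HMU-PC substrate (9 uM final) is turned over by placental ASM in 60 min at 37 C after a 10 min compound preincubation. Reaction ended by alkaline stop (pH 10), with fluorescence read at 386/447 nm.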
p53 reactivation: restores transcriptional activity of mutant p53 | H1299 p53-A138V BP100-luciferase reporter, luminescence, 24 h | Potency, µM (series often up to 92.2 µM), for the others: at the highest dose activity change, positive = activation, actives largely listed as activators | 320,000 compounds, 0.063% hits; also: potency is read from the fitted curve at half-maximal effect; % of control where 0% means no effect; nearly all actives have a fitted effect of over 45% in size
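p53-null H1299 cells stably carrying temperature-sensitive p53-A138V and a BP100-luciferase reporter were pinned with compounds (4-point, 1:5 series) and held 24 hrs at 37 deg C. Luminescence was read 10 min after detection reagent.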
TRPV1 ag: agonists of human vanilloid receptor 1 (TRPV1) | Q8NER1 | TRPV1-expressing cells, Fluo-8 calcium influx, agonist mode | activation, % at 8.33 µM | 320,000 compounds, 0.19% hits | AID 540275; in the data active = activation above about 80%; inconclusive = between about 30% and that limit; also: 0% is about no effect
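TRPV1-expressing cells were cultured overnight at 35.5C and loaded with Fluo-8 calcium dye for 40 to 90 min at room temperature. After a 10 s baseline, compound was added and calcium influx was read kinetically for 3 min (ex 480/em 520 nm).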
B2AR arrestin: beta2AR (human) beta-arrestin recruitment activity. beta-arrestin recruitment to beta2AR, cell-based reporter. Potency, µM (series often up to 46.1 µM), for inactives: at the top dose activation, actives largely listed as activators. 330,000 compounds, 0.02% hits;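 also: potency is read from the fitted curve at half-maximal effect; 0% = DMSO controls and full agonism = EC100 isoproterenol or metaproterenol; nearly all actives have a fitted effect of over 65% in size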
Target sequence (P07550 whole entry, looked up): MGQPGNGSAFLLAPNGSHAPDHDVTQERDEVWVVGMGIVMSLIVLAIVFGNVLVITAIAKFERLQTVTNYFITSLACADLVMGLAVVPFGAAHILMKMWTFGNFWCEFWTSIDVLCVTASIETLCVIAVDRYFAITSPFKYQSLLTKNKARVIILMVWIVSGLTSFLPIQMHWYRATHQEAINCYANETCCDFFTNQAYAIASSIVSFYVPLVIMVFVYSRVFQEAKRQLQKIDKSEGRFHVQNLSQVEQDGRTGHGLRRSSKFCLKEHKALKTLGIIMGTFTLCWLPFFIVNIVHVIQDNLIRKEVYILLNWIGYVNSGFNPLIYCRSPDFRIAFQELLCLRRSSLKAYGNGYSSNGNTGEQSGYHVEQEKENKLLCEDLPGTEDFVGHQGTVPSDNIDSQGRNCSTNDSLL
Eya2 inh: inhibitors of human Eya2 phosphatase activity. Potency, µM (doses to about 76.9 µM), for inactives: at the highest dose activity, negative = inhibition, actives largely listed as inhibitors. O00167. 330,000 compounds, 0.006% hits. AID 488837. recombinant Eya2, OMFP fluorescence dephosphorylation (OMFP is methylfluorescein phosphate); also: potency is read from the fitted curve at half-maximal effect; % is scaled to controls: 0 for no effect and ±100 for the full control effect
Target sequence (O00167 whole entry, looked up): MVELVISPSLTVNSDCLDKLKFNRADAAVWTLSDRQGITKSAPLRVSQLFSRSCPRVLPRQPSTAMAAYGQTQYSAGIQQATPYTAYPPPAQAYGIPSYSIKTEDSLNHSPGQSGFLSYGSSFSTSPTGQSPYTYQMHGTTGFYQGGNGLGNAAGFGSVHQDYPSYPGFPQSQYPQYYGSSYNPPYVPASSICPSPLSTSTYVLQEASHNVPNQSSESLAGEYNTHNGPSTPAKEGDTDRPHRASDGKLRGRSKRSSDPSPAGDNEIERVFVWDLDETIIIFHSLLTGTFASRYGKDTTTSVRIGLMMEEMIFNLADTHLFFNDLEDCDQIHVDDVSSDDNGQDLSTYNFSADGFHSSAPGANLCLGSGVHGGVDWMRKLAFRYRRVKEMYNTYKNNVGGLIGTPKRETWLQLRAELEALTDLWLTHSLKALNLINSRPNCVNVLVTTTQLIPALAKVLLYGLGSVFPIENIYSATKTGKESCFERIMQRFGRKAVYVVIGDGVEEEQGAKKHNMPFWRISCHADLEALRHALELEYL
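Eya2 protein (added as 0.2 uM solution) was preincubated with compound for 10 min at ambient temperature in 50 mM HEPES pH 7.5, 50 mM NaCl, 5 uM MgCl2, 0.05% BSA, 1 mM DTT. OMFP (added at 50 uM) then reacted 10 min; fluorescence read at 485/525 nm.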
ELG1 genotox: inducers of genotoxicity in HEK293T ELG1-luciferase cells | 330,000 compounds, 1.3% hits | Potency, µM (titrated, usually from 46 µM), for the others: top-dose activity change, positive = activation, actives largely listed as activators | AID 504466 | HEK293T ELG1-luciferase reporter, luminescence, 16 h; also: potency is read from the fitted curve at half-maximal effect; % of control where 0% means no effect; nearly all actives have a fitted effect of over 60% in size
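Quantitative HTS format in 1536-well plates. HEK293T ELG1-luciferase reporter cells receive test compound and are incubated 16 hr at 37 °C, 5% CO2; ONE-Glo added, 30 min room temperature, then luminescence read.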
TSG101-PTAP inh: blocks PTAP/TSG101 interaction to inhibit HIV-1 budding. 340,000 tested, under 10 active. Q99816. Potency, µM (titrated, usually from 115 µM), for the others: at the top dose activity change, negative = inhibition, actives largely listed as inhibitors. Fluorescence polarization, FITC-PTAP peptide / Tsg101 binding; active = well fitted inhibition curve with a large enough effect in the main read-out, with a control signal flat, not every such curve was filed as active; inconclusive = small, poorly fitted or top-dose-only effect, or effect the other way, or a change in a side signal; inactive = no such curve, though single readings can be large or run the other way; also: potency is read from the fitted curve at half-maximal effect; % of control where 0% means no effect
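Fluorescence polarization binding of Tsg101 binding domain (10 uM final) to FITC-labeled PTAP peptide (50 nM final) in HEPES pH 7.5 buffer with NaCl, Tween 20, EDTA, TCEP. Compounds added before peptide; binding 20 min at RT.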
* hit, by the source's call; ? = inconclusive; / = no result given; [ ] = remark or other dose. Unless noted, calls follow the shape of the dose curve; as a rule, active = well fitted curve in the direction sought with a large enough effect; inconclusive = small, poorly fitted or top-dose-only effect, or another doubt; inactive = no such curve, though single readings can be large; an effect the other way counts as inactive or inconclusive. Compounds as they come; 2.6% or so of the library scored in one or more.

SMILES	BRCA1 expr up	Integrin act MD	USP2a block	uPA generation	S-ASM inh	p53 reactivation	TRPV1 ag	B2AR arrestin	Eya2 inh	ELG1 genotox	TSG101-PTAP inh
CCOc1cc(/C=C2/NC(=O)N(CC(=O)Nc3cccc(C)c3)C2=O)ccc1OCC(N)=O	-11%	11%	1%	6%	40%	-1%	0	0.3%	-8%	4%	1%
COc1ccc(-c2cc(C(=O)O)[nH]n2)cc1OC	19%	25%	3%	-5%	7%	-1%	12	-0.9%	5%	3%	-1%
O=S(=O)(Cc1ccc(Cl)cc1Cl)c1ccc(Cl)cc1	-20%	-26%	/	-14%	-3%	/	/	/	/	/	-1%
COc1ccc(S(=O)(=O)N2CCCOC2CNC(=O)C(=O)NCc2ccccn2)cc1 (stereo not drawn)	2%	0%	3%	1%	-1%	-1%	2	0.2%	-10%	2%	-1%
CC(=O)c1ccc(NC(=O)CSc2nnc(Cn3cnc4ccccc43)o2)cc1	-13%	11%	4%	5%	-13%	3%	1	0.4%	-2%	0%	-5%
Cc1cccc(OCCCC(=O)Nc2ccc(S(=O)(=O)Nc3nccs3)cc2)c1C	-4%	17%	2%	3%	-2%	-9%	13	0.4%	-18%	-1%	-3%
Cc1ccsc1C(=O)OCC(=O)Nc1ccc(Cl)cn1	26%	17%	5%	3%	-1%	?	/	-0.2%	-12%	14%	-1%
Cc1cc(NC(=O)CN2CCN(c3ccc(O)cc3)CC2)no1	0%	-9%[7.66 µM]	0%	/	3%	-9%	-2	-0.1%	3%	-3%	-1%
Cc1cc(NS(=O)(=O)c2ccc(NC(=O)c3ccccc3C)cc2)no1	9%	13%	0%	4%	-2%	2%	-1	0.1%	19%	0%	3%
CCc1cccc(CC)c1NC(=O)CSc1nnc(C2CC2)n1C	13%	?	0%	0%	2%	1%	2	2.9%	-14%	-3%	?
Cn1ncc(Br)c1C(=O)N1CCc2ccccc21	-2%	24%	2%	23%	4%	-14%	7	-1.0%	0%	0%	-4%
Cc1cc(C)n(-c2cc(O)c(-n3nc(C)cc3C)cc2O)n1	6%	4%	3%	-2%	25%	-6%	1	0.0%	-1%	0%	-5%
CSc1nc(N)cc(=O)[nH]1	-6%	17%	-1%	5%	1%	-3%	1	-0.1%	-19%	0%	2%
Cc1ccc(-n2nc(C(N)=O)nc2-c2ccccc2)cc1	-10%	-9%	1%	-4%	2%	-4%	-3	0.2%	1%	-7%	-1%
COCC(C)NC(=O)c1cc(OC)cc(OC)c1 (stereo not drawn)	-16%	?	6%	0%	-3%	-1%	-1	0.0%	-17%	1%	-6%
CCN1C(=O)/C(=C\N2CCN(C(=O)c3ccco3)CC2)SC1=S	0%	-24%	0%	1%	-10%	3%	-1	3.1%	9%	-6%	-6%
COCCn1c(N)c(Sc2ccccc2)c(=O)[nH]c1=O	-5%	6%	0%	4%	9%	5%	8	-0.4%	7%	5%	-2%
CC[C@@]1(C(=O)OC)N[C@H](CN(C)C(=O)Nc2ccc(F)cc2)[C@@H]2C(=O)N(C)C(=O)[C@@H]21	1%	3%	-1%	7%	2%	1%	/	0.4%	3%	-1%	0%
COc1ccccc1OCC(=O)Nc1cccc(C(=O)N2CCOCC2)c1	-2%	-1%	1%	-6%	4%	1%	-4	0.0%	-6%	0%	3%
O=C(CSc1nc2ccccc2o1)Nc1ccccc1N1CCCCCC1	-2%	-36%	-1%	-1%	-14%	10%	19	-0.4%	9%	1%	-7%
CC1(C)Nc2ccccc2N(CC(=O)N2CCCCC2)C1=O	-8%	5%	-1%	3%	4%	1%	0	-1.5%	11%	-1%	-6%
CCN(CC)S(=O)(=O)c1ccc(O)c(NC(=O)c2ccc(N3CCOCC3)c([N+](=O)[O-])c2)c1	-25%	3%	-1%	-3%	-2%	-11%	-1	-0.8%	-2%	1%	0%
Cc1ccsc1C(=O)OCC(=O)Nc1sccc1C(N)=O	?	6%	4%	0%	-1%	13%	13	-1.1%	?	7%	-5%
Cc1ccc(NC(=O)C2CCN(c3ncnc4c3nc3n4CCCCC3)CC2)cc1Cl	-21%	-23%	0%	10%	-10%	-1%	3	0.0%	-3%	-12%	-3%
CC(NC(=O)OCc1ccccc1)C(=O)NCC1CCCO1 (stereo not drawn)	-16%	0%	-3%	2%	2%	-3%	-3	0.2%	4%	0%	-5%
SMILES	BRCA1 expr up	Integrin act MD	USP2a block	uPA generation	S-ASM inh	p53 reactivation	TRPV1 ag	B2AR arrestin	Eya2 inh	ELG1 genotox	TSG101-PTAP inh
O=C(c1noc2c1CCCC2)N1CCc2ccccc2C1	5.6µM*	-9%	5%	-2%	0%	?	19	0.0%	-7%	21µM*	-3%
O=C(Nc1ccccc1)c1ccccc1N=Cc1cccc(O)c1	-2%	0%	0%	-4%	60%[activator]	-5%	2	-0.1%	-21%	-8%	-6%
CCN(CC)S(=O)(=O)c1ccc2c(c1)[nH]c(=S)n2CC	-19%	-10%	-2%	-14%	2%	-4%	-3	-0.1%	3%	?	-1%
N/C(=N\OC(=O)/C=C/c1ccccc1)c1ccc(Br)cc1	41%	18%	9%	-2%	4%	-3%	10	-1.6%	?	0%	-2%
CC(NC(=O)CNC(=O)C1CCCCC1)c1cccc(Cl)c1 (stereo not drawn)	5%	16%	1%	-1%	-9%	-1%	8	-0.5%	12%	-1%	-1%
CC(=O)Nc1cccc(OCc2cccc([N+](=O)[O-])c2)c1	?	-6%	/	0%	0%	/	/	/	/	/	-4%
COC(=O)C1Cc2c([nH]c3ccccc23)CN1 (stereo not drawn)	-12%	-12%	1%	-8%	0%	6%	2	-0.9%	4%	4%	-1%
CCC(C)(C)NC(=O)C(c1cccn1C)N(Cc1ccccc1)C(=O)Cn1nnc2ccccc21 (stereo not drawn)	-23%	-7%	0%	2%	-1%	2%	4	0.0%	2%	12%	-2%
O=S1(=O)C=CC(Nc2ccccc2)C1 (stereo not drawn)	2%	0%	2%	-2%	0%	14%	0	0.1%	-9%	1%	-1%
CCCCC1=CC2=C(c3ccco3)C(=O)C(C)(OC(=O)c3ccc(OC)cc3)C(=O)C2=CN1CCOC (stereo not drawn)	-15%	11%	0%	5%	-6%	-1%	-2	-0.3%	4%	2%	-4%
O=c1c(O[C@@H]2O[C@H](CO)[C@@H](O)[C@H](O)[C@H]2O)c(-c2ccc(O)cc2)oc2cc(O)cc(O)c12	10%	?	0%	9%	-6%	-3%	/	-0.2%	0%	3%	-5%
Cc1ccc2[nH]c(=O)cc(C(=O)OCC(=O)c3ccc(F)cc3)c2c1	-1%	2%	1%	2%	11%	1%	0	6.9%	0%	-3%	-1%
CCn1ncc(-c2csc(N)n2)c1C	?	1%	2%	3%	3%	19%	-2	3.5%	1%	25%	-1%
CCCCN(C(=O)CCC(=O)Nc1cc(C)on1)C(C(=O)NC1CCCC1)c1ccccc1C (stereo not drawn)	-16%	-950%[inhibitor]	2%	/	-14%	-4%	6	-0.2%	-7%	-5%	0%
CC1(CCc2ccccc2)NC(=O)N(Cc2cc([N+](=O)[O-])cc3c2OCOC3)C1=O (stereo not drawn)	-22%	-26%	3%	0%	-2%	-3%	3	0.2%	-2%	0%	-3%
COC(=O)C1CCN(C(=O)COC(=O)c2ccc(N3CCCC3=O)cc2)CC1	8%	17%	-1%	9%	4%	3%	/	0.2%	0%	1%	-3%
O=C(CNC(=O)c1ccc(Br)o1)NCc1ccc(F)cc1	5%	23%	0%	4%	1%	8%	4	-0.1%	7%	1%	-4%
COc1ccc(S(=O)(=O)N2CCCCCC2)cc1NC(=O)Cc1cc(OC)c(OC)c(OC)c1	-19%	17%	-2%	-6%	-2%	-13%	0	0.5%	1%	-1%	-1%
O=C1OC(N2C(=O)CC[C@H]2C(=O)Nc2ccc(F)c(F)c2)c2ccccc21 (stereo partly drawn)	-14%	-8%	0%	-3%	2%	8%	-1	-0.2%	8%	-5%	-2%
Cc1cc(C)n(CC(=O)N/N=C/c2ccc([N+](=O)[O-])s2)n1	-80%	-43%	0%	-8%	-3%	8%	-2	-0.1%	3%	-16%	-3%
C=CCN1N=C(c2ccc(Cl)s2)CSC1=O	3%	-13%	4%	-4%	-5%	-23%	?	-1.0%	-17%	-1%	-5%
CC(C)CN(C(=O)CN1CCCCCC1)c1c(N)n(CC(C)C)c(=O)[nH]c1=O	4%	0%	8%	/	54%[activator]	-4%	-5	-0.2%	12%	0%	0%
O=C(NCC1CCCO1)c1cccs1 (stereo not drawn)	2%	18%[7.66 µM]	3%	/	4%	-3%	-3	0.1%	-10%[15.4 µM]	4%	-1%
